rTrxR1 inhibitor = inhibitors of rat thioredoxin reductase 1; O89049; recombinant rTrxR1, NADPH fluorescence consumption, selenite substrate; Potency, µM (series often up to 114 µM), without a hit: top-dose activity change, negative = inhibition, usual class: inhibitors; actives 1% (n = 390,000); AID 588453; also: % is scaled to controls: 0 for no effect and ±100 for the full control effect; nearly all actives have a fitted effect of over 65% in size
Target sequence (O89049 whole entry, looked up): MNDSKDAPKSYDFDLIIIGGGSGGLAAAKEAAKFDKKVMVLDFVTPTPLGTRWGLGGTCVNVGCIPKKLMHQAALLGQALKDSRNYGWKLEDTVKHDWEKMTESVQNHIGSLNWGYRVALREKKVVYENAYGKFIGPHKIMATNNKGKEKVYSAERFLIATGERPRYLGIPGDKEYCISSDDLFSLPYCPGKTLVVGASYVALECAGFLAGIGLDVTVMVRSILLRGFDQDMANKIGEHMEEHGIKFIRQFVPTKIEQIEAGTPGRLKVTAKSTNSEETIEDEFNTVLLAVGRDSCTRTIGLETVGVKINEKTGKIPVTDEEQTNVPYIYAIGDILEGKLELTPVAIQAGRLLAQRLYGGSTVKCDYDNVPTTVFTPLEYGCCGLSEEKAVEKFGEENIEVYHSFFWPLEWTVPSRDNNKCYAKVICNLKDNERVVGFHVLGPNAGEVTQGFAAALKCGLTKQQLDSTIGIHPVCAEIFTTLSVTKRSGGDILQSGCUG
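Rat TrxR1 (90 nM in the dispensed reagent) was pre-reduced with 400 uM NADPH for 5 min at room temperature, then incubated with compound for 15 min. After 400 uM selenite was added, NADPH fluorescence (Ex 340/Em 450 nm) was followed for 8 min.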
ERG-DNA inh = inhibitors of human ERG Ets domain-DNA interaction; fluorescence polarization, His-ERG Ets domain / labelled DNA; Potency, µM (doses to about 76.9 µM), inactives show at the top dose FP activity, negative = inhibition, most hits filed as inhibitors; actives 0.028% (n = 370,000); active = well fitted inhibition curve with a large enough effect in the polarisation, with a control signal flat; inconclusive = small, poorly fitted or top-dose-only effect, or effect the other way, or a change in a side signal; inactive = no such curve, though single readings can be large or run the other way; the % refers to the polarisation;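 also: polarization taken with two DNA probes labelled with fluorescein and Texas red; % of control where 0% means no effect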
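His-tagged ERG Ets domain (1 uM in the protein solution; 300mM KCl, 50mM Tris-HCl, 1mM EDTA, 1mM DTT, pH 7.5) received compound, then a probe mix of 5 nM fluorescein-DNA and 100nM Texas-615-DNA. Fluorescence polarization was read for both dyes.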
GLS inhibitor = blocks human kidney-isoform glutaminase activity; actives 0.21% (n = 410,000); GLS enzymatic activity, qHTS titration; Potency, µM (series often up to 45.5 µM), for inactives: top-dose activity change, negative = inhibition, usual class: inhibitors; O94925; also: % is scaled to controls: 0 for no effect and ±100 for the full control effect
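hKGA in 45 mM KH2PO4 pH 8.2, 0.02% Tween-20 with pin-transferred compounds; 1 mM L-glutamine (stock) plus glutamate oxidase/HRP/Amplex Red coupling added. Fluorescence read initially and after 30 min at RT.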
Pin1 inh = inhibitors of human Pin1; Q13526; Pin1 FP peptide displacement, HiFluor488, 10 min; Potency, µM (doses to about 115 µM), inactives show top-dose activity, negative = inhibition, most hits filed as inhibitors; actives 0.009% (n = 390,000); AID 504891; active = well fitted inhibition curve with a large enough effect in the polarisation, with a control signal flat, not every such curve was filed as active; inconclusive = small, poorly fitted or top-dose-only effect, or effect the other way, or a change in a side signal; inactive = no such curve, though single readings can be large or run the other way; the % refers to the polarisation; also: % is scaled to controls: 0 for no effect and ±100 for the full control effect
Target sequence (Q13526 whole entry, looked up): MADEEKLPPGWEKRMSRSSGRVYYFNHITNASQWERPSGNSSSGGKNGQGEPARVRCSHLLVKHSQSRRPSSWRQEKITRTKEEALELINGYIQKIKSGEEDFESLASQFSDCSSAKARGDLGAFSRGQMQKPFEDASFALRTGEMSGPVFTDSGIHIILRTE
ALOX12 inh = ALOX12 (human) lipoxygenase inhibition. P18054. purified 12hLO, xylenol orange hydroperoxide absorbance. Potency, µM (doses to about 108 µM), inactives show at the highest dose activity change, negative = inhibition, actives largely listed as inhibitors. actives 1.1% (n = 580,000). AID 1671190; also: % is scaled to controls: 0 for no effect and ±100 for the full control effect
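Purified human 12hLO at 150 nM in 25 mM Hepes, 0.01% Triton X-100, pH 7.0, preincubated 15 min at room temperature with compound. Reaction started with 40 uM arachidonic acid, 30 min at room temperature. Hydroperoxide measured by Fe-xylenol orange, 573/405 nm absorbance ratio.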
Tb PGK inh = blocks T. brucei phosphoglycerate kinase | actives 0.043% (n = 380,000) | AID 602233 | Potency, µM (series often up to 57.5 µM), for the others: at the highest dose activity change, negative = inhibition, most hits filed as inhibitors | PGK/GAPDH coupled, Kinase-Glo luminescence, 60 min | P07378; also: % is scaled to controls: 0 for no effect and ±100 for the full control effect; nearly all actives have a fitted effect of over 60% in size
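Luminescent ATP detection (Kinase-Glo Plus) follows a 60-minute room-temperature incubation, with wells lacking PGK as controls. Buffer: 100 mM TEA (pH 7.6), 5 mM MgCl2, 0.01% Tween-20. Coupling enzyme GAPDH (100 nM final) supplies unstable 1,3-BPG in-well.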
HP1b chromo inh = blocks HP1-beta chromodomain binding to methylated histone tails | Potency, µM (highest dose often 114 µM), for inactives: at the top dose activity change, negative = inhibition, actives largely listed as inhibitors | actives 0.56% (n = 390,000) | AlphaScreen HP1-beta / biotin-H3K9me3 peptide binding | P83916; also: nearly all actives have a fitted effect of over 70% in size; inactives centre near 23
Target sequence (P83916 whole entry, looked up): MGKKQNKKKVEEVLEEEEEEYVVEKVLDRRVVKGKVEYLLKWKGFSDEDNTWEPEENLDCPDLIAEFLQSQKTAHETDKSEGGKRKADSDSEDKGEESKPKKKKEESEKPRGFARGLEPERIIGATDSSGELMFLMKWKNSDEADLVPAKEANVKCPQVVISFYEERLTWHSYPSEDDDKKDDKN
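HP1-beta protein (50 nM final) preincubated 30 min at room temperature with biotinylated H3(1-18)K9me3 peptide (50 nM) in PBS pH 7.4, 0.01% Tween-20, then compound added for 30 min. AlphaScreen streptavidin donor/nickel chelate acceptor beads (10 ug/mL final), 30 min dark, luminescence read.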
JMJD2A Tudor inh = inhibitors of human JMJD2A Tudor domain; O75164; AlphaScreen JMJD2A-Tudor / H3K4me3 peptide binding; actives 4.4% (n = 390,000); Potency, µM (titrated, usually from 114 µM), inactives show at the highest dose activity change, negative = inhibition, actives largely listed as inhibitors; also: % is scaled to controls: 0 for no effect and ±100 for the full control effect; nearly all actives have a fitted effect of over 50% in size
RGS4 inhibitor = inhibitors of human regulator of G protein signaling 4; Transcreener GDP fluorescence polarization, RGS4-accelerated GTP hydrolysis; P49798; actives 0.039% (n = 390,000); AID 504845; Potency, µM (top dose mostly 114 µM), without a hit: at the highest dose activity change, negative = inhibition, most hits filed as inhibitors; also: % is scaled to controls: 0 for no effect and ±100 for the full control effect; nearly all actives have a fitted effect of over 75% in size; some results filed as inactive show a strong effect at the top dose
Target sequence (P49798 whole entry, looked up): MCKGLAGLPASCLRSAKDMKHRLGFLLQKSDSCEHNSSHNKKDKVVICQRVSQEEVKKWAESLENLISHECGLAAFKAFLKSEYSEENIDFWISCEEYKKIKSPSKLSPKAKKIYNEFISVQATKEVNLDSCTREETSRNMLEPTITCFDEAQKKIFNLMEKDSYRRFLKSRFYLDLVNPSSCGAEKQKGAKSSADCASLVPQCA
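MLSMR compounds (23 nl, pin-transferred) preincubated 10 min at room temperature with a 500nM (2x) first reagent, then RGS4 at 900nM (2x) plus Transcreener GDP mix added; fluorescence polarization (620/688 nm) read before and after 90 min at 30 °C.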
Starred values were filed as active, the others as inactive; i = inactive; ? = inconclusive; . = not tested or not shown; & = joins results of further samples; [ ] = remark or other dose. Unless noted, calls follow the shape of the dose curve; as a rule, active = well fitted curve in the direction sought with a large enough effect; inconclusive = small, poorly fitted or top-dose-only effect, or another doubt; inactive = no such curve, though single readings can be large; an effect the other way counts as inactive or inconclusive. Potency is read from the fitted curve at half-maximal effect.

The opening three entries (preview)
rTrxR1 inhibitor	ERG-DNA inh	GLS inhibitor	Pin1 inh	ALOX12 inh	Tb PGK inh	HP1b chromo inh	JMJD2A Tudor inh	RGS4 inhibitor	molecule
3%[57.1 µM]	-2%	-2%	-1%	?	-4%	-1%	28µM*	8%	COc1c(F)c(F)cc2c(=O)c(C(=O)O)cn(C3CC3)c12
11%[57.1 µM]	-6%	11µM*	-12%	1%	i	?	50µM*	26%	COc1ccccc1Nc1ccc(N)cc1
19%[57.1 µM]	-7%	-16%	-5%	0%	-2%	59%[activator]	-22%	-15%	C=CCOc1ccc(C2NC(=O)c3ccccc3O2)cc1OCC (centres undefined)

All compounds of this part, from the start:
rTrxR1 inhibitor	ERG-DNA inh	GLS inhibitor	Pin1 inh	ALOX12 inh	Tb PGK inh	HP1b chromo inh	JMJD2A Tudor inh	RGS4 inhibitor	molecule
3%[57.1 µM]	-2%	-2%	-1%	?	-4%	-1%	28µM*	8%	COc1c(F)c(F)cc2c(=O)c(C(=O)O)cn(C3CC3)c12
11%[57.1 µM]	-6%	11µM*	-12%	1%	i	?	50µM*	26%	COc1ccccc1Nc1ccc(N)cc1
19%[57.1 µM]	-7%	-16%	-5%	0%	-2%	59%[activator]	-22%	-15%	C=CCOc1ccc(C2NC(=O)c3ccccc3O2)cc1OCC (centres undefined)
-16%[57.1 µM]	-11%	-3%	-3%	-1%	-12%	18%	-12%	-24%	Cc1cc(C(=O)N/N=C/c2ccc3c(c2)OCO3)c(C)o1
15%	9%	2%	0%	27%	-3%	47%[activator]	-4%	-24%	COc1ccc(CCN2CC(C(=O)NCCc3cn[nH]c3)CCC2=O)cc1 (centres undefined)
0%[57.1 µM]	1%	-1%	20%	0%	-2%	50%[activator]	-17%	-4%	COc1ccccc1NC(=O)CN1CCN(CC(=O)Nc2ccc(Cl)c(C(F)(F)F)c2)CC1
18%	.	?	-6%	-17%[57.4 µM]	.	-13%	-30%	2%	O=C1NC(Nc2nc3ccccc3s2)(C(F)(F)F)C(=O)N1C1CCCCC1 (centres undefined)
4%	-1%	-7%	2%	-8%	10%	42%[activator]	-1%	3%[56.9 µM]	CCCS(=O)(=O)N1CCCC(C(=O)NCC(OC)OC)C1 (centres undefined)
14%	-1%	-1%	3%	-4%	-4%	15%	-20%	-11%	COc1ccc(C(=O)OCC(=O)Nc2ccccc2)cc1[N+](=O)[O-]
40µM*	1%	0%	-4%	35%[activator]	i	21%	5%	-23%	Cc1ccc(CNC(=O)Cn2ccc3ccccc3c2=O)o1
8%	4%	-17%	-6%	-1%	-6%	14%	-1%	26%	Cn1c(=O)c2c(ncn2CC(=O)NC2CCCCC2)n(C)c1=O
20%[57.1 µM]	-2%	9%	8%	-10%	0%	31%	-23%	-24%	COC(=O)c1ccccc1NC(=O)CSc1nc2ccsc2c(=O)n1CCC(C)C
-12%	-1%	5%	0%	-3%	i	22%	-13%	-13%	CC1=C(C(=O)Nc2ccc(C)cc2)C(c2cccs2)NC(=S)N1 (centres undefined)
4%[57.1 µM]	-7%	7%	-4%	-7%	-3%	18%	-7%	30%	Cc1nc2ccccc2n1CSc1ccccc1
-12%	-9%	-4%	6%	-4%	-4%	28%	-4%[11.4 µM]	-1%[11.4 µM]	O=C(O)c1ccc(N/N=C/c2cccc3nccnc23)cc1
17%	1%	9%	-1%	1%	i	25%	-26%	0%	CC(C)c1ccc(NC2CCCN(C(=O)C3=NN(C)C(=O)CC3)C2)cc1 (centres undefined)
5%[57.1 µM]	-6%	-24%	5%	-8%	7%	-3%	?	25%	COc1ccc(NC(=S)N2CCN(c3ccc([N+](=O)[O-])cc3)CC2)cc1OC
10%[57.1 µM]	-3%	-14%	2%	-20%	2%	28%	-23%	12%	COC(=O)c1ccccc1NC(=O)Cn1c(=O)cc(C)c2c(C)nn(C)c21
7%[57.1 µM]	21%	6%	?	-6%	-1%	20%	-7%	-5%	O=C(CCN1C(=O)/C(=C/c2cccs2)SC1=S)NNC(=O)c1cccc(O)c1
-8%[57.1 µM]	6%	-5%	8%	?	-2%	0%	-36%	-33%	Cc1ccc(-n2nc(C)c3c2OC(N)=C(C#N)C3c2ccoc2)cc1 (centres undefined)
21%	-15%	-9%	6%	14%	0%	48%[activator]	-27%	-4%	CC(C)(C)OC(=O)NCc1ccc(NC(=O)c2nc[nH]c2C(=O)N[C@@H](Cc2ccccc2)C(=O)OCc2ccccc2)cc1
24%	.	3%	2%	3%	-5%[11.5 µM]	-1%	-4%	20%	COC(=O)c1ccc(C(=O)Nc2cc(Cl)ccc2Cl)cc1NC(=O)c1ccc(N(C)C)cc1
-5%	-3%	-1%	-10%	-3%	-3%	29%	2%	-5%	CCOc1nonc1C(=N)/C(C(C)=O)=C(\C)O
-13%	0%	1%	-1%	17%	-1%	23%	6%	23%	Cc1ccc(-c2cn3cccnc3n2)cc1NC(=O)c1ccc(Br)o1
18%[57.1 µM]	-8%	1%	6%	0%	-7%	64%[activator]	15%	7%	CCCc1cc(C(=O)Nc2cccnc2Cl)no1
-3%[57.1 µM]	-2%	6%	-5%	-10%	4%	25%	11%	-16%	Cc1cc(C(F)F)n2nc(C(=O)Nc3cccnc3Cl)nc2n1
4%	-1%	-8%	-1%	-9%	i	37%	-3%	-28%	COc1ccc(C(=O)NC(=O)COC(=O)c2ccc(C)o2)cc1
-2%[57.1 µM]	-7%	-3%	-3%	-29%[57.4 µM]	-7%	17%	-20%	-5%	O=C(Nc1cccc2ccccc12)NC1CCCc2ccccc21 (centres undefined)
19%	2%	1%	-3%	-21%	-9%	13%	-3%	3%	CC(=O)NC(CC(=O)OCc1ccc([N+](=O)[O-])cc1)c1ccccc1 (centres undefined)
6%	-7%	-2%	-14%	54%[activator]	-6%	22%	-11%	0%	COc1ccc(C(=O)N(C)Cc2ccccn2)cc1OC1CCN(C(C)C)CC1

Remaining list, next part
rTrxR1 inhibitor	ERG-DNA inh	GLS inhibitor	Pin1 inh	ALOX12 inh	Tb PGK inh	HP1b chromo inh	JMJD2A Tudor inh	RGS4 inhibitor	molecule
-18%	-20%	0%	0%	?	-7%	?	?	-7%	CCc1ccc(-n2c(CCC(=O)O)ccc2-c2ccc(F)cc2)cc1
?	8%	-3%	-4%	3%	i	19%	-14%	-43%	Cc1[nH]c2ccccc2c1C(=O)CN1CCC2(CC1)OCCO2
13%	-8%	5%	2%	10%	-4%	13%	-22%	-14%	Cc1occc1C(=O)N1CCCC(N2CCN(c3cccc(C(F)(F)F)c3)CC2)C1 (centres undefined)
33%[57.1 µM]	-2%	2%	15%	18%&0%	-9%	47%[activator][57 µM]	17%	-16%	Cc1ccc(NC(=O)c2cnc(N3CCCCC3)c3ccccc23)cc1Cl
-19%	11%	-15%	6%	-26%	i	7%	-18%	-43%	COc1ccc(C=C2SC(=S)NC2=O)cc1
4%	19%	-4%	12%	27%	-4%	51%	-14%	-15%	Cc1c(OCC(=O)NC2CCN(Cc3ccccc3)CC2)ccc2c3c(c(=O)oc12)CCC3
21%	3%	1%	2%	9%	-6%	25%	-1%	4%	Cc1ccc(OCCNC(=O)c2cccc(C)c2)cc1
6%	-9%	-3%	7%	-23%	i	21%	-4%	?	O=C(COC(=O)CNC(=O)c1ccc(Cl)cc1)Nc1ccc2c(c1)OCCO2
7%	1%	-1%	-1%	2%	i	7%	-19%	4%	Cc1ccc(C)c(S(=O)(=O)N2CCCC2CNC(=O)C(=O)NCCc2ccccc2)c1 (centres undefined)
13%[57.1 µM]	-5%	4%	0%	12%	-4%	19%	-1%	28%	COc1cccc(CNC(=O)C2CCN(C(=O)N(C)C)CC2)c1
-3%	1%	5%	3%	39%[activator]	1%	28%	-10%	-6%	Cc1n[nH]c(C)c1S(=O)(=O)N1CCCC(C(=O)Nc2nccs2)C1 (centres undefined)
-10%	10%	9%	2%	-18%	0%	1%	?	-56%[56.9 µM]	Cc1cc(C(=O)N2CCCC(N3CCN(c4ccc(F)cc4)CC3)C2)c(C)o1 (centres undefined)
9%[57.1 µM]	-11%	-15%	-1%	-17%	-6%	13%[57 µM]	-11%	0%	COCCNC(=O)c1ccc(Cn2c(SCC(=O)NC(C)C)nc3ccccc3c2=O)cc1
25%[57.1 µM]	-4%	-3%	3%	-16%	?	-18%	-35%	-13%	Cc1ccccc1N=CC1=C(O)c2ccccc2C1=O
-9%	.	0%	12%	-20%	-2%	31%	-2%	-3%	Cc1cc(C)n(CC(O)COc2ccccc2[N+](=O)[O-])n1 (centres undefined)
-3%[57.1 µM]	-3%	-6%	-1%	-16%	12%	30%	-16%	2%	Cc1ccn2cc(CCNS(=O)(=O)c3ccc(F)c(C(F)(F)F)c3)nc2c1
20%	-9%	7%	0%	10%	-8%	17%	-19%	18%	CC(=O)c1cccc(OCc2cc(C(=O)NC(C)Cc3cccnc3)no2)c1 (centres undefined)
16%	-14%	-9%	-1%	-2%	-10%	31%	-7%	29%	O=C(CC1CC2CCC1C2)NC1CCCCCCC1 (centres undefined)
17%[57.1 µM]	3%	0%	2%	-4%	-3%	-6%	-11%	8%	O=C(Nc1ccc(Cl)c(Cl)c1)NC1CCS(=O)(=O)C1 (centres undefined)

High-throughput results from PubChem BioAssay.

This is a subset, so the mix of outcomes need not match the whole.
